Screening data: PubChem BioAssay, several laboratories
NOD2 RIPK2 PPI = blocks binding of human NOD2 to RIPK2; O43353; CHO BLA complementation NOD2-RIPK2, CCF4 ratio; inhibition, % at 4.98 µM; 0.38% of 360,000 active; AID 624267; in the data active = inhibition above about 21%;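 note: 0% = vehicle only and 100% = reference blocker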
MC4R antag cAMP = antagonists of human melanocortin 4 receptor (MC4R); P32245; MC4R-expressing cells, MTII-stimulated cAMP, LANCE TR-FRET; inhibition, % at 6.5 µM; 0.48% of 360,000 active; AID 540295;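 active = inhibition above its plate's cutoff, the mean of tested wells on that plate plus 3 SD, cut at about 29% in these data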;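 note: 0% = Melanotan II alone and 100% = Melanotan II plus saturating MCL0020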
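System: U2OS cells stably expressing human melanocortin 4 receptor (MC4R). Reagent: Melanotan II challenge after compound preincubation. Doses: 6.5 µM. Times: 30-min compound, 1-h challenge, 1-h detection, room temperature. Measured by: TR-FRET with Eu-cAMP and labeled anti-cAMP, 671 nm. Replicates: singlicate.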
ABCB6 inh 2 = inhibitors of human ABC transporter ABCB6; Q9NP58; K562-ABCB6 porphyrin accumulation, flow cytometry, 1 h; stronger effect = lower value; fluorescence ratio to DMSO, % at 10 µM; AID 602162; 0.19% of 360,000 active;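 active = fluorescence ratio to DMSO below 75%, the collection mean minus 3 SD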;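 note: signal is porphyrin accumulated inside mitochondria; 100% equals median channel fluorescence of DMSO control wells; lower ratio means ABCB6 inhibition with less porphyrin fluorescence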
TLR9-MyD88 inh = TLR9-MyD88 interaction inhibition; Q9NR96+Q99836; CHO BLA complementation TLR9-MyD88, CCF4 FRET ratio; inhibition, % at 4.98 µM; 0.21% of 340,000 active;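 active = inhibition above the mean over all tested compounds plus 3 SD, cut at about 21% in these data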;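 note: 0% = DMSO only wells and 100% = clavulanate BLA inhibitor control wells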
Target sequence (Q99836 whole entry, looked up): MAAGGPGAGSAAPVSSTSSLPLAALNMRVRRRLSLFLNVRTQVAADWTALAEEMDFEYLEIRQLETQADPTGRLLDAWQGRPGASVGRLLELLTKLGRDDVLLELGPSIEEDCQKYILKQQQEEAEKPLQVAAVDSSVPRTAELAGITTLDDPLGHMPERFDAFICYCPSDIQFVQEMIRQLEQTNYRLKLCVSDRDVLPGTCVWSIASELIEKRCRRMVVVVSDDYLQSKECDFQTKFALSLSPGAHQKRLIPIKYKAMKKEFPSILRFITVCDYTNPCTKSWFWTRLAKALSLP
Target sequence (Q9NR96 whole entry, looked up): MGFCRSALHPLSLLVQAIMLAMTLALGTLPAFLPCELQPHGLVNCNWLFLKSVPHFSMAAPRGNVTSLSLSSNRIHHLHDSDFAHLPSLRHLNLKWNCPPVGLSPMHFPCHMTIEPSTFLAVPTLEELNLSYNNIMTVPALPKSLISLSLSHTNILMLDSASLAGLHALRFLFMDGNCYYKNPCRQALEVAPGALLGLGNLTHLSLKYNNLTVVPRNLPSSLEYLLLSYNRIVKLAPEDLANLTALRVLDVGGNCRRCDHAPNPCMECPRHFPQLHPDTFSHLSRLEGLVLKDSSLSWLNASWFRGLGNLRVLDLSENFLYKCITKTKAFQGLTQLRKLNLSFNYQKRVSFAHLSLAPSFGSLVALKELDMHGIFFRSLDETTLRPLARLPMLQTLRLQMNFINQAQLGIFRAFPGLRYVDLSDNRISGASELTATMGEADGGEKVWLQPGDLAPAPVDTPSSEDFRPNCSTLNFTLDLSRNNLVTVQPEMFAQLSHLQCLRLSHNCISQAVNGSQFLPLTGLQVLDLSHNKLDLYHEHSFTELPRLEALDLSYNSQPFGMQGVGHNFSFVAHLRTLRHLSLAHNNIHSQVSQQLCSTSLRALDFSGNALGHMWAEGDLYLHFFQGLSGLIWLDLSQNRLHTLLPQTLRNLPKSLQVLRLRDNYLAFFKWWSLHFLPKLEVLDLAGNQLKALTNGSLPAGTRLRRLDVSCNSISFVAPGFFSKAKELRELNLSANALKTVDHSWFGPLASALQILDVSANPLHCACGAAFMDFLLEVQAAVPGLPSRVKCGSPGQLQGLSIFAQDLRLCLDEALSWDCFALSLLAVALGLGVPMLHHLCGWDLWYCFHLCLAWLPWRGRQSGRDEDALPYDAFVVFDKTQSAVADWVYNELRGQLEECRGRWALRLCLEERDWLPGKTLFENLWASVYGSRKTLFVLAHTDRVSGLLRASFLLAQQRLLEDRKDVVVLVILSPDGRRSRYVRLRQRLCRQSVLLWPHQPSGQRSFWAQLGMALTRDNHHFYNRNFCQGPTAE
MC4R ag barr = human MC4R agonism via beta-arrestin; P32245; U2OS MC4R beta-arrestin complementation, luminescence; percent of melanotan II response, DMSO zero; activation, % at 8.9 µM; 0.98% of 360,000 active; AID 540308;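 active = activation above a per-plate cutoff, the mean activation of sample wells on that plate plus 3 SD, cut at about 8% in these data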
ABHD5-PLIN5 inh = ABHD5-PLIN5 protein interaction inhibition; 0.78% of 360,000 active; Q00G26+Q8WTS1; inhibition, % at 4 µM; Split G. princeps luciferase complementation, luminescence, 4 h;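 active = inhibition above the mean inhibition across every tested compound plus 3 SD, cut at about 22% in these data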;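 note: 0% = DMSO only wells and the 100% control is not disclosed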
Cardio protect = myocardial damage modulation in H9c2 cells; protection from H2O2 cell death, % at 20 µM; AID 588492; H9c2 cardiomyocytes, H2O2 injury protection, ATPLite, 2 h; 0.63% of 360,000 active;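 active = compounds giving at least 50% protection of heart cells from peroxide-induced death in the single-dose screen, raw or plate-pattern-corrected value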;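 note: 0% = DMSO wells with peroxide and 100% = DMSO wells without peroxide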
N-glyco inh = N-linked glycosylation inhibition | D54 ERlucT glycosylation luciferase reporter, 24 h; percent of 100 nM tunicamycin response | reporter increase, % at 12.5 µM | 0.23% of 360,000 active;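 active = mean luciferase reporter signal, scaled so untreated is 0 and the glycosylation-blocking control 100, at or above a set limit in every replicate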;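 note: luciferase carries N-glycosylation sites so blocking glycosylation raises the light; 0% = median of neutral control wells and 100% = median of 100 nM tunicamycin wells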
HTR2A ag = agonists of mouse serotonin 5-HT2A receptor (HTR2A) | P35363 | CHO-K1 mHTR2A beta-arrestin complementation, luminescence; percent of 30 µM serotonin response | activation, % at 7.6 µM | 0.66% of 360,000 active | AID 624169;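 active = activation above a run cutoff, the mean activation of all tested compounds plus 3 SD, cut at about 14% in these data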;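 note: 0% = plate median of compound wells and 100% = 30 µM serotonin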
SRC2 inh = human SRC2 (NCOA2) inhibition; inhibition, % at 9 µM; HEK293 GAL4-SRC2 luciferase reporter, luminescence; AID 651957; 0.17% of 370,000 active;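 active = inhibition above the mean inhibition of all tested compounds plus 3 SD, set per campaign, cut at about 52% in these data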;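 note: 0% = DMSO treated cells and 100% = cells given Gossypol at 36 µM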
An asterisk follows results filed as active; nt = no result given. An excerpt. The share of hits here may be higher or lower than overall.

SMILES	NOD2 RIPK2 PPI	MC4R antag cAMP	ABCB6 inh 2	TLR9-MyD88 inh	MC4R ag barr	ABHD5-PLIN5 inh	Cardio protect	N-glyco inh	HTR2A ag	SRC2 inh
N#Cc1c(F)cccc1N1CCN(Cc2ccc3c(c2)OCO3)CC1	0	-5	96	13	-2.1	-2	-6	-2	-12	19
COc1cccc(C(=O)OCC(=O)c2ccc(S(=O)(=O)N3CCCCC3)cc2)c1OC	-9	8	103	-4	-2.4	-5	-16	-1	-4	-14
COCCNC(=O)CN(c1ccc(C)cc1)S(=O)(=O)c1ccccc1	-6	7	100	-2	-0.8	-1	1	1	-3	-4
O=C(Cc1ccc(NC(=O)C2CCN(C(=O)c3ccccc3)CC2)cc1)Nc1cccc(C(=O)N2CCCC2)c1	-21	-1	106	-3	-0.5	-4	6	1	4	-14
Cc1cccc(C)c1NC(=O)c1ccc(-n2cnnn2)cc1	-1	12	99	-12	3.5	2	1	3	-2	-39
CCOCCn1[nH]c2ccccc2c1=O	-5	4	94	8	1.1	-1	2	1	-1	-26
C[C@H]1CN([C@@H](C)CO)C(=O)c2cc(C#Cc3ccccn3)cnc2O[C@@H]1CN(C)Cc1ccccc1	-13	6	102	-10	-1.5	-2	4	-1	-3	-10
Cc1cccc(NC(=S)NNC(=O)c2ccc3c(c2)OCO3)c1	6	15	105	-5	-0.7	-2	-20	1	-6	-64
O=C(COC(=O)c1ccc(OC(F)(F)F)cc1)NCCN1C(=O)CSC1=O	2	-4	101	-1	1.9	3	-4	2	-6	13
CN(C)S(=O)(=O)c1ccc(NC(=O)CNc2cc(S(=O)(=O)N3CCCC3)ccc2OCC(F)(F)F)cc1	-2	0	85	1	-3.9	-7	-10	7	-3	-42
CCOc1ccccc1OCCC(=O)Nc1ccc2c(c1)OCO2	6	-6	97	6	-1.4	2	1	0	0	-16
Cc1ccc(-c2csc(SCC(=O)Nc3cc(C)on3)n2)cc1	7	-3	101	-1	13*	-2	-3	1	-1	-19
O=C(Nc1ccc(OCc2ccccc2)cc1)Nc1cccnc1	1	-2	95	-10	-0.5	5	-13	0	-10	-7
COc1ccccc1C(=O)NC(=S)Nc1ccc(N2CCOCC2)c(Cl)c1	-13	1	96	-3	-2.0	-4	-2	0	1	0
COc1ccc(N2CC(C)Cn3c2nc2c3c(=O)n(Cc3ccccc3)c(=O)n2C)c(OC)c1 (stereo not given)	2	26	95	3	-1.2	5	16	-1	1	-4
COc1ccc(N2CC(C(=O)NCCN3C(=O)S/C(=C\c4cccnc4)C3=O)CC2=O)c(OC)c1 (stereo not given)	-10	3	102	1	-1.1	7	14	3	18*	9
COc1cccc(C(C(=O)NC2CCCCC2)N(C(=O)c2ccco2)c2ccc(-n3cnnn3)c(C)c2)c1 (stereo not given)	-4	5	98	0	-1.5	13	-13	2	-2	3
CC12C(=O)N(c3ccccn3)C(=O)C1C1C=CC2C1 (stereo not given)	-5	0	102	1	0.1	0	2	2	2	0
O=C(O)CCc1ccc(-c2cccs2)n1NC(=O)c1ccco1	4	-3	91	-6	-1.2	11	3	1	2	-11
CCOC(=O)C1=C(COC(=O)CNC(=O)c2ccc(C)cc2)NC(=O)NC1C (stereo not given)	-4	1	101	-3	0.3	-7	0	3	7	-3
C[C@H]1CN([C@@H](C)CO)C(=O)c2cccc(NC(=O)Nc3ccc(C(F)(F)F)cc3)c2O[C@@H]1CN(C)S(=O)(=O)c1ccc(Cl)cc1	3	18	97	-1	0.7	-4	-8	-4	-6	15
CC1(C)CC(=O)C=C(NCCO)C1	-9	10	113	-6	-3.0	-1	-6	2	0	-6
COc1ccccc1/C=C(/NC(=O)c1ccccc1)C(=O)NCCCn1ccnc1	3	12	98	5	-1.7	13	6	0	3	18
CCn1c(=O)c2sccc2n(Cc2ccc(C)cc2)c1=O	-1	-2	102	-3	0.0	-2	-2	1	7	-1
Cc1ccc(C)c2nc(N3CCCC3)c(C#N)cc12	-10	-2	96	-4	-1.8	-3	8	1	-5	-2
C=CCN1c2ccccc2[C@]23C[C@@H](C(=O)OC)N(C(=O)CC(C)C)C2=NC(C(=O)OC)=C(C(=O)OC)[C@H]13	10	0	97	-2	-0.9	-10	16	-2	-6	-9
COc1ccc(C2=NN(C(=O)COC(=O)c3ccc(S(C)(=O)=O)c([N+](=O)[O-])c3)C(c3ccco3)C2)cc1 (stereo not given)	10	-17	93	17	-2.2	29*	-13	23	3	-39
O=C1c2oc3ccccc3c(=O)c2C(c2cccnc2)N1Cc1ccco1 (stereo not given)	-2	3	96	-16	0.0	7	0	nt	-1	13
CCOC(=O)c1c(NC(=O)CSc2ccccc2C(=O)O)sc(C)c1C	-6	11	93	1	-2.5	-3	1	1	1	-9
FC(F)(F)c1nc(N2CCCC2)ncc1-c1nnnn1-c1ccc(Cl)cc1	-7	-1	83	-3	3.0	-1	-16	-2	4	21
COC(=O)C1=C(N)Oc2cc(C)oc(=O)c2C1c1cccnc1 (stereo not given)	-6	8	95	4	-1.7	-1	6	1	-1	7
COc1cc(C2NC(=O)NC(c3ccccc3)=C2C(C)=O)ccc1OCC#N (stereo not given)	-2	12	93	4	-0.1	-9	0	2	-4	23
O=S(=O)(Nc1cccnc1)c1ccc(F)cc1	4	-3	96	-4	-0.1	3	5	1	-1	-1
CCCNC(=O)N(C)C[C@@H]1Oc2ncc(Br)cc2C(=O)N([C@H](C)CO)C[C@@H]1C	-1	6	105	-4	1.6	-2	1	0	0	7
O=C(NCc1ccc(Cl)cc1)c1ccc(Cn2cc(C(F)(F)F)ccc2=O)cc1	-9	-5	98	-1	0.3	-15	-4	0	3	6
O=Cc1ccc(F)c([B-](F)(F)F)c1	-3	3	97	3	-0.2	3	4	4	-1	9
NC(CO)c1csc(Nc2ccc(C(=O)c3ccccc3)cc2)n1 (stereo not given)	0	6	95	nt	0.9	-9	10	-3	-4	11
O=C1NC(=S)N/C1=C\c1ccc(N2CCOCC2)cc1	3	-20	122	7	-3.2	-5	-16	1	4	-32
CCCn1nnc(NC(=O)c2ccc(Br)o2)n1	0	0	100	-1	-2.1	0	5	4	1	-21
Cc1ccccc1NC(=O)CSc1nc2ncc(Cl)cc2[nH]1	-19	-4	94	2	2.6	11	-3	-1	-1	11

Quoted from the listing.
COC(=O)C1=C(N)Oc2cc(C)oc(=O)c2C1c1cccnc1 (stereo not given) @ MC4R antag cAMP: 8
CCOC(=O)c1c(NC(=O)CSc2ccccc2C(=O)O)sc(C)c1C @ ABCB6 inh 2: 93

Next structures.
SMILES	NOD2 RIPK2 PPI	MC4R antag cAMP	ABCB6 inh 2	TLR9-MyD88 inh	MC4R ag barr	ABHD5-PLIN5 inh	Cardio protect	N-glyco inh	HTR2A ag	SRC2 inh
Cc1cc(NC(=O)c2ccc(-c3ccccc3F)o2)no1	0	-8	103	4	0.5	7	3	2	1	-86
COc1cc(/C=N/N2CCN(Cc3ccc(C)cc3)CC2)cc(OC)c1O	-1	11	94	-12	-1.5	-3	1	0	1	-33
Cc1cc(C(=O)COC(=O)c2ccc(CO)cc2)c(C)n1CC1COc2ccccc2O1 (stereo not given)	-2	13	99	-6	-0.6	4	4	0	0	23
Cc1cccc(C(=O)Nc2oc(-c3ccccc3)cc2C#N)c1	1	24	105	-10	1.8	2	-22	-1	-4	-14
COC(=O)c1scc(S(=O)(=O)c2ccccc2)c1N	1	-5	97	1	-1.7	-5	-2	2	-5	5
C=CCc1cc(Cl)ccc1OCCOCCN(C)C	-12	-5	98	11	-0.9	7	-1	-2	-4	4
O=C(NCc1ccc(/C=N\NC(=O)C(=O)Nc2ccccc2Br)o1)C(=O)Nc1ccccc1	3	16	102	-1	-0.6	3	-9	5	-2	-49
CCCCn1c(N)c(N(CC(C)C)C(=O)C2CC(=O)N(c3ccccc3C(C)CC)C2)c(=O)[nH]c1=O (stereo not given)	-3	2	99	6	-1.6	5	-1	-1	3	8
CCc1c(C)nc2cc(-c3cc(OC)cc(OC)c3)nn2c1N1CCN(CCN2CCOCC2)CC1	4	-1	98	-1	0.4	2	91*	3	3	11
CCOc1ccc(N(CC(=O)Nc2nccs2)S(=O)(=O)c2c(C)[nH]c(=O)[nH]c2=O)cc1	4	5	96	-4	-2.7	-1	-9	0	1	-13
COc1cccc(OCC(O)CN(CCO)Cc2ccccc2)c1 (stereo not given)	-10	-1	94	-2	0.4	2	-10	-3	-7	-7
CC(CN1CCOCC1)OC(=O)c1ccccc1Br (stereo not given)	-5	-2	103	-4	-2.8	-3	-3	0	-12	-6
O=C(Nc1ccc(NC(=O)c2ccco2)nc1)c1ccco1	-12	-4	101	-15	-2.1	-8	-22	-19	0	-4
c1ccc2c(C(c3nnnn3-c3ccc4c(c3)OCCO4)N3CCOCC3)ccnc2c1 (stereo not given)	-3	nt	102	nt	nt	9	nt	nt	1	12
CCCN1C(=O)C(O)(C/C(C)=N/O)c2ccccc21 (stereo not given)	-1	4	93	-3	-2.0	-8	1	3	-8	14
CC(=O)OCN(C#N)c1nc(N(C)C)nc(N(C)C)n1	0	4	97	-3	2.4	-3	8	1	5	-2
O=[N+]([O-])c1nccn1CCCCCCN1CCOCC1	-14	nt	94	nt	nt	-5	11	2	-3	-19
Cn1c2ccsc2c2ncn(Cc3ccccc3F)c(=O)c21	-6	9	98	-1	0.4	8	-18	3	4	6
C=C1c2cc(CC)ccc2NC(=O)N1c1ccc(C)cc1	2	3	100	3	0.3	6	-1	-2	-8	-14
COc1ccc(Cc2nnc(NC(=O)CSc3ccc(C)cc3)s2)cc1OC	11	6	98	4	-1.7	-2	1	-1	4	16
CON(C)c1nc(OCC#N)nc(N(C)C)n1	4	5	100	3	-0.8	-3	3	1	-4	-4
CC(C)C[C@H]1CNC(=S)N1CC1CCN(CCC2CCCC2)CC1	-1	-12	101	-11	-2.1	-1	-3	0	-9	3
COC(=O)c1sccc1NC(=O)Nc1cc(C)ccc1OC	-5	1	96	1	-4.5	-11	4	-1	-1	-6
CC(O)CNc1cc(N)c([N+](=O)[O-])cc1[N+](=O)[O-] (stereo not given)	-1	-12	105	-2	2.3	24*	8	4	2	-3
Cc1cc(C)nc(N2CCCC(C(=O)NCc3ccccc3F)C2)n1 (stereo not given)	-1	-5	102	1	-0.1	5	-2	0	2	13
O=[N+]([O-])c1cnccc1Nc1ccccc1	-2	1	93	-10	0.1	3	-3	-1	3	3
COc1ccccc1NS(=O)(=O)c1cc(C(=O)NCc2cccnc2)ccc1C	-9	0	98	8	0.4	4	4	-1	-3	2
O=C(Nc1ccccc1)c1[nH]ncc1[N+](=O)[O-]	-2	-1	96	7	-2.5	-3	6	nt	-3	-10
Cc1cc(C)c(NC(=O)CSc2nnc(Cc3cccn3C)n2-c2ccc(F)cc2)c(C)c1	0	7	99	0	-0.3	-3	2	-1	3	16

Entries above marked active in MC4R ag barr:
SMILES	NOD2 RIPK2 PPI	MC4R antag cAMP	ABCB6 inh 2	TLR9-MyD88 inh	MC4R ag barr	ABHD5-PLIN5 inh	N-glyco inh	HTR2A ag	SRC2 inh
Cc1ccc(-c2csc(SCC(=O)Nc3cc(C)on3)n2)cc1	7	-3	101	-1	13*	-2	1	-1	-19
